# Tau fluor counter: Counterscreen qHTS for Inhibitors of Tau Fibril Formation, Fluorescence Polarization. tau K18 P301L Alexa594 fluorescence, heparin fibrillization. Potency, µM (titrated, usually from 57.7 µM), for the others: at the top dose activity change, negative = decrease. 280,000 tested, 0.93% active; further: potency means the concentration at half of the fitted maximal effect; on the % scale 0 is the no-effect control and ±100 the full control effect; nearly all actives have a fitted effect of over 55% in size
#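 Human tau K18 P301L (15 uM unlabeled, 0.24 uM Alexa 594-labeled) in 100 mM sodium acetate pH 7 with 20 uM heparin, 6 hr at 37 C. ThT 30 uM added, 1 hr ambient; Alexa 594 FP and total fluorescence read at 555/632 nm.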
# GLA spleen mod: qHTS Assay for Inhibitors and Activators of Human alpha-Galactosidase From Spleen Homogenate | Alpha-galactosidase A (Homo sapiens), P06280 | human spleen homogenate, 4MU-alpha-Gal fluorescence, 40 min | Potency, µM (highest dose often 80 µM), for the others: at the highest dose activity change, negative = inhibition, usual class: inhibitors | 240,000 tested, 0.008% active;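 further: potency means the concentration at half of the fitted maximal effect; 0% = enzyme with vehicle and -100% = no enzyme basal signal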
#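 Inhibition or activation of alpha-galactosidase in human spleen homogenate is scored by 4-MU fluorescence after 40 min at 37C, pH 5.0, with 1 mM substrate. AC50s come from concentration-response fitted to the Hill equation.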
# Tau fibril FP: qHTS for Inhibitors of Tau Fibril Formation, Fluorescence Polarization | Potency, µM (top dose mostly 57.7 µM), without a hit: top-dose activity, negative = inhibition, actives largely listed as inhibitors | 280,000 tested, 0.39% active | K18 P301L tau heparin fibrillization, Alexa594 FP, 6 h | Microtubule-associated protein tau (Homo sapiens), P10636; further: potency means the concentration at half of the fitted maximal effect; on the % scale 0 is the no-effect control and ±100 the full control effect; nearly all actives have a fitted effect of over 55% in size
#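 K18 P301L tau (15 uM unlabeled/0.24 uM Alexa 594-labeled, final) + compound + heparin 20 uM final; 100 mM NaOAc pH 7; 6 hr 37 C; ThT 30 uM final added, 1 hr RT; FP ex 555/em 632 nm.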
# Epigenetic derep: Quantitative High-Throughput Screen for Regulators of Epigenetic Control | murine LDR cells, GFP reporter derepression, 30 h | Potency, µM (titrated, usually from 53.9 µM), for the others: at the top dose GFP activation, actives largely listed as activators | 280,000 tested, 0.2% active | AID 1865, 2009; further: potency means the concentration at half of the fitted maximal effect; % of control where 0% means no effect; nearly all actives have a fitted effect of over 60% in size
#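 In this reporter-derepression format, murine cells bearing a silenced integrated CMV-GFP locus incubate with test compound (30 h, 37 C), then are washed and imaged; fluorescent objects of 20–120 um count as induced cells.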
# TRb-SRC2 inh: qHTS for Inhibitors of the Interaction of Thyroid Hormone Receptor and Steroid Receptor Coregulator 2 | Thyroid hormone receptor beta (Homo sapiens), P10828 | TRbeta-SRC2 peptide binding, fluorescence polarization; receptor liganded with 1 µM T3 | Potency, µM (series often up to 106 µM), inactives show top-dose activity change, negative = inhibition, hits mostly inhibitors | 280,000 tested, 0.065% active | AID 1469, 2008;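 further: potency means the concentration at half of the fitted maximal effect; plate controls were bound peptide for no effect and peptide without receptor for full effect; nearly all actives have a fitted effect of over 50% in size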
# Target sequence (P10828 whole entry, looked up): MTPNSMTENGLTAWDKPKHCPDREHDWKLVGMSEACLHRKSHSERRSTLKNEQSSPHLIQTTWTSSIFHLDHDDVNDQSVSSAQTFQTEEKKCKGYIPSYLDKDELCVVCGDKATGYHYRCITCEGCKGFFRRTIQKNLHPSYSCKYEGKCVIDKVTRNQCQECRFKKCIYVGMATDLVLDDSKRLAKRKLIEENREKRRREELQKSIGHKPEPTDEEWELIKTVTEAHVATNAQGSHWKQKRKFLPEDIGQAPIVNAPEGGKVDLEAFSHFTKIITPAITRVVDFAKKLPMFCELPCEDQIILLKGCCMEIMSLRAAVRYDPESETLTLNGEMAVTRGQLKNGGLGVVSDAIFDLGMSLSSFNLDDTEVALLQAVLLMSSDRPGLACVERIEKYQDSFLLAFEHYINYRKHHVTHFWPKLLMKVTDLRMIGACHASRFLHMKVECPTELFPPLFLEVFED
#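 Compounds were added to 0.6 uM TRb ligand-binding domain and 20 nM Texas Red-labeled SRC2 peptide in Tris buffer containing 1 uM T3, incubated 5 hr at ambient temperature, then read by fluorescence polarization.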
# TexasRed fluor: Total Fluorescence Counterscreen for Inhibitors of the Interaction of Thyroid Hormone Receptor and Steroid Receptor Coregulator 2. TRb/SRC2 Texas Red total fluorescence interference. Potency, µM (series often up to 106 µM), for inactives: top-dose fluorescence change, negative = quenching. 280,000 tested, 0.29% active; active means well fitted curve in either direction with a large enough effect; inconclusive means small, poorly fitted or top-dose-only effect; further: potency means the concentration at half of the fitted maximal effect; on the % scale 0 is the no-effect control and ±100 the full control effect
#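 Human TRb ligand-binding domain at 0.6 uM with 20 nM Texas Red SRC2 peptide in Tris buffer containing 1 uM T3 and 5% DMSO, incubated with compound 5 h at ambient temperature. Total fluorescence (555/632 nm) calculated as parallel + 2 × perpendicular.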
# NPSR antag: qHTS Assay for Antagonists of the Neuropeptide S Receptor: cAMP Signal Transduction. Q6W5P4. CHO-NPSR cells, cAMP TR-FRET, antagonist mode. Potency, µM (doses to about 38.3 µM), inactives show at the highest dose activity change, negative = inhibition, usual class: inhibitors. 220,000 tested, 1% active. AID 1461, 2008; further: potency means the concentration at half of the fitted maximal effect; on the % scale 0 is the no-effect control and ±100 the full control effect; nearly all actives have a fitted effect of over 50% in size; many of its hits are not listed in these tables
# CBFb RUNX1 block: qHTS Assay for Compounds Blocking the Interaction Between CBF-beta and RUNX1 for the Treatment of Acute Myeloid Leukemia | AlphaScreen CBFb-His/RUNX1-biotin binding, biochemical | 230,000 tested, under 10 active | Potency, µM (series often up to 59.8 µM), for inactives: at the highest dose activity, negative = inhibition, hits mostly inhibitors | AID 1477, 2009; further: % of control where 0% means no effect
# Target sequence (Q01196 whole entry, looked up): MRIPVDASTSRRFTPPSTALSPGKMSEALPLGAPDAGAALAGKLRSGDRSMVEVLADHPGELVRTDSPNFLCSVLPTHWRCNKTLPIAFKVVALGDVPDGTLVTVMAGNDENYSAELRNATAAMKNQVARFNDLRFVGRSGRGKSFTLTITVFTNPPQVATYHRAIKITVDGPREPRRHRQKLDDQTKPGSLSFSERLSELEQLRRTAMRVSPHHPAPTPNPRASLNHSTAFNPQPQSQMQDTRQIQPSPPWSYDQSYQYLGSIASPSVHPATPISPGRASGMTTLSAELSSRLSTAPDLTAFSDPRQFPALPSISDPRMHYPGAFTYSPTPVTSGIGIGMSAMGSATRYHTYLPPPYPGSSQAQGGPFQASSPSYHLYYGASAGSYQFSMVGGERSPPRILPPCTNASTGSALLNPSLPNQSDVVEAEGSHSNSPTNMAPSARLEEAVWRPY
# Target sequence (Q13951 whole entry, looked up): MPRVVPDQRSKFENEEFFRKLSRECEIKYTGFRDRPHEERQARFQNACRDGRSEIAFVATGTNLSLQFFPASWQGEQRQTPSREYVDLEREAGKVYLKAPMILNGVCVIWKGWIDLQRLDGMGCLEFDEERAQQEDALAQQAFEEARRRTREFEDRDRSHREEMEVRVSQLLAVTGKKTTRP
#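 AlphaScreen binding: CBFb-His and RUNX1-biotin (30 nM each) preincubated 20 min, compound added for 15 min, then nickel and streptavidin beads for 90 min, all at room temperature. Disruption of the interaction by any mechanism counts as activity.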
# Starred values were filed as active, the others as inactive; ? = inconclusive; · = not tested or not shown; & = joins results of further samples; [ ] = another dose, or the depositor's remark. Unless noted, the call rests on the fitted dose curve; in most records, active means well fitted curve in the direction sought with a large enough effect; inconclusive means small, poorly fitted or top-dose-only effect, or another doubt; inactive means no such curve, though single readings can be large; an effect the other way counts as inactive or inconclusive. An excerpt; count on the stated rates, not on these rows.
SMILES | Tau fluor counter | GLA spleen mod | Tau fibril FP | Epigenetic derep | TRb-SRC2 inh | TexasRed fluor | NPSR antag | CBFb RUNX1 block
O=C(Nc1cccc(Br)c1)c1c(O)c2c(n(Cc3ccccc3)c1=O)CCCC2 | -3% | 0% | -13% | 0.0% | 2% | 0% | -3% | 11%
COc1ccc(C)cc1NC(=O)N1CCC2(CC1)OCCO2 | -1% | 1% | 1% | 1.5% | -3% | -2% | 7% | 0%
CCC(=NCc1ccco1)c1c(O)n(Cc2ccccc2)c(=O)[nH]c1=O | 8% | 0% | 4% | 2.2% | 0% | -1% | -23%[46.1 µM] | -1%
COc1ccc(-n2c(/C=C\c3ccccc3F)nc3ccccc3c2=O)cc1OC | -1% | · | -8% | 1.2% | -6% | -3% | · | ·
CC(=O)c1c(O)c(C)c(O)c(Cc2c(O)c3c(c(C(=O)/C=C/c4ccccc4)c2O)OC(C)(C)C=C3)c1O | 13µM*[quencher] | 14%&9%&-5%&1% | ? | 0.8%&-1.2%&0.0%&0.8% | 0%&4%&5%&0% | -3%&-2%&-6%&-8% | ? | ?
CCC1(CC)CCNC1=O | · | -5% | · | · | -11% | -3% | · | 16%
CC(C)(C)c1o[nH]c(=O)c1C[C@H](N)C(=O)O | -6% | 1% | -3% | -0.2% | 12% | -1% | · | 5%[21.7 µM]
CCCCC/C=C\C/C=C\C/C=C\C/C=C\CCCC(=O)N[C@H](C)CO | -2%&1%&-2% | -24%&10%&-1% | -5%&2%&14% | -0.5%&-0.9%&-1.1% | ? | 0%&-1%&-3% | · | ?
Cc1ccc(Cn2cccc(C(=O)Nc3nnc(C)s3)c2=O)cc1 | -9% | · | -5% | 2.5% | -15% | -1% | · | ·
CC(C)c1cccc(C(C)C)c1O | -2%&-8%&9%&-12% | 1% | 2%&-3%&-1%&-9% | -0.1% | 0% | -4% | -16%[46.1 µM] | 13%

# Structures shown so far that have an NH in an aromatic ring, in the order listed:
SMILES | Tau fluor counter | GLA spleen mod | Tau fibril FP | Epigenetic derep | TRb-SRC2 inh | TexasRed fluor | NPSR antag | CBFb RUNX1 block
CCC(=NCc1ccco1)c1c(O)n(Cc2ccccc2)c(=O)[nH]c1=O | 8% | 0% | 4% | 2.2% | 0% | -1% | -23%[46.1 µM] | -1%
CC(C)(C)c1o[nH]c(=O)c1C[C@H](N)C(=O)O | -6% | 1% | -3% | -0.2% | 12% | -1% | · | 5%[21.7 µM]

# Continuation.
SMILES | Tau fluor counter | GLA spleen mod | Tau fibril FP | Epigenetic derep | TRb-SRC2 inh | TexasRed fluor | NPSR antag | CBFb RUNX1 block
CCCCCCn1c(O)c(C(C)=NC)c(=O)[nH]c1=O | 1% | -20% | 4% | -0.2% | -24% | 0% | -5%[46.1 µM] | -2%
ClC1=CCC2CN(CCN3CCCCC3)CC2C1 (configuration not stated) | -2% | -8% | -8% | 0.5% | 4% | 0% | 5%[46.1 µM] | -1%
Cc1cccc(-n2c(O)c(C)c(=O)[nH]c2=S)c1 | -33% | 3% | -8%[2.34 µM] | 0.0% | 1% | -5% | 16% | -3%
CCOC(=O)c1cc2c(cn1)[nH]c1ccccc12 | -18%&-15%&-16% | 2%&4%&-6% | -4%&-7%&-5% | -5.5%&0.8%&0.8% | -1%&3%&-1% | -2%&-1%&0% | -12% | 2%&7%&15%
N#CC(C#N)=NNc1ccc(S(N)(=O)=O)cc1 | -27% | 1% | -9% | 0.0% | -4% | -12% | -25% | -5%
C[C@@]1(CO)[C@H](O)CC[C@@]2(C)[C@H]1CC[C@H]1C[C@@H]3C[C@@]12CC[C@]3(O)CO | -7%&-3% | -18%&-3% | 2%&-1% | -11%&2.1% | -5%&-11% | 0%&-3% | 6% | 9%&2%
O=Cc1cn(Cc2ccccc2[N+](=O)[O-])c2ccccc12 | -12% | 3% | 1% | 1.1% | 3% | -1% | 8% | 6%
O=C1NC(=O)N(CCNc2ncc(C(F)(F)F)cc2Cl)C(=O)C1Cc1ccc(Cl)cc1 (configuration not stated) | -16% | 0% | ? | -0.5% | -4% | 1% | -11% | -17%
CCOC(=O)c1cc(CC)sc1/N=C/c1c(O)[nH]c(=S)[nH]c1=O | -4% | -5% | -16% | 3.0% | -7% | 0% | 16% | -12%
COC(=O)N(c1ccc(OC)cc1)P1(=S)OCCC(C)O1 (configuration not stated) | -11% | 2% | ? | 0.0% | 4% | 2% | -8%[46.1 µM] | -1%
Cc1c(C=O)c2ccccc2n1Cc1ccccc1F | -18% | 5% | 4% | 0.5% | 3% | -2% | 14% | 5%
C=C(C)[C@H]1[C@H]2OC(=O)[C@@H]1[C@]1(O)C[C@H]3O[C@]34C(=O)O[C@H]2[C@@]14C | · | 0%[29.1 µM] | · | 0.0%[16.9 µM] | -1%[53 µM] | 2%[53 µM] | · | 1%[21.7 µM]
Cc1ccc2nc(NC(=O)c3cccn(Cc4ccc(Cl)cc4)c3=O)sc2c1 | -1% | · | -4% | 1.1% | 3% | 4% | · | ·
CC(C)c1ccc(N2C(=O)NC(=O)/C(=C\c3cnc(-c4ccccc4)nc3)C2=O)cc1 | -19% | -3% | ? | 2.4% | 1% | 1% | -20%[46.1 µM] | -6%
O=C1NC(=S)NC(=O)C1=Cc1cccn1-c1ccc(O)cc1 | ? | -18% | -7% | -0.3% | -7% | -4% | ? | -11%
Cc1ncc(CN2CC=C(c3ccccc3)CC2)c(N)n1 | -11% | -7% | 7% | 2.5% | -6% | -18% | · | 5%
CNC(=S)NC1CC2CCCC(C1)N2CC(C)C (configuration not stated) | 0% | 7% | 0% | -1.3% | 1% | 0% | -9%[46.1 µM] | 3%
NC12CN3CN(CN(C3)C1)C2 (tested in a mixture with another compound) | 4% | 2% | 4% | 0.0% | 0% | -6% | 16%[46.1 µM] | -1%
Cc1ccccc1Cn1cccc(C(=O)Nc2cc(Cl)ccc2C#N)c1=O | -26% | · | ? | 1.1% | -1% | 3% | · | ·
O=C(O)C(Cl)Br (configuration not stated) | · | -3% | · | · | 6% | -2% | · | 4%[21.7 µM]
Cc1ccc(N=CN(C)C=Nc2ccc(C)cc2C)c(C)c1 | -10% | -18% | -5% | -1.3% | 1%[201 µM] | 2%[201 µM] | · | 5%
CCOC(=O)c1c(N)n(Cc2ccccc2)c2nc3ccccc3nc12 | -13% | 11% | -14% | 15% | -25% | -7% | -25%[46.1 µM] | 2%
O=C1NC(=O)N(c2ccc(Cl)cc2)C(=O)/C1=C/c1coc2ccc(O)cc2c1=O | -11% | 0% | -21% | -1.1% | -2% | -2% | -44% | ?
O=P(c1ccccc1)(c1ccccc1)N1CC2(CC2)CC(O)(c2ccccc2)C1 (configuration not stated) | -6% | -6% | 4% | 2.8% | -2% | -3% | · | 27%
CCN1CC=C(c2c[nH]c3ccccc23)CC1 | -7% | -2% | -5% | -1.6% | 2% | -5% | -20%[46.1 µM] | 0%
COc1ccccc1N1C(=O)NC(=O)/C(=C/c2ccc3c(c2)Cc2ccccc2-3)C1=O | -3% | -3% | -8% | -0.3% | -5%[53 µM] | -1%[53 µM] | -8% | 4%
C[N+]1(C)CCO[C@](O)(c2ccc(-c3ccc([C@]4(O)C[N+](C)(C)CCO4)cc3)cc2)C1 | · | 2%[29.1 µM] | · | 1.4%[16.9 µM] | -2%[53 µM] | 0%[53 µM] | · | 10%[21.7 µM]
O=C(Cn1ncc2ccsc2c1=O)N1CCC2(CC1)OCCO2 | 4% | -13% | 3% | 17% | 4% | 3% | -5%[46.1 µM] | 0%
CC1(O)C[C@]2(C)N(O)C3CCCC[C@@H]3N2O1 (some centres not stated) | -13% | -9% | -6% | -1.8% | -5% | -5% | -2%[46.1 µM] | 5%
CC(=O)NC(Cc1ccc(N(CCCl)CCCl)cc1)C(=O)NC(C(=O)O)C(C)C (configuration not stated) | -13% | 1% | -11% | 1.1% | -9% | 0% | 2% | 2%
CCC(COC(=O)c1cc(OC)c(OC)c(OC)c1)(c1ccccc1)N(C)C (configuration not stated) | -15%&-18% | -2%&21% | 0%&-12% | -1.8%&0.0% | -2%&5% | 0%&-2% | -20% | -4%&12%
O=P(O)(O)C12CC3CC(CC(C3)C1)C2 | 5% | 0% | 1% | -1.4% | -5% | -10% | 18%[46.1 µM] | 0%
CCCn1ncc(C(=O)O)c1C | -4% | 7% | -2% | 0.0% | -12% | 0% | -4%[46.1 µM] | 5%
CCOC(=O)c1c(C)c(C(=O)N2CCC3(CC2)OCCO3)c(C)n1CC | 1% | 6% | 4% | 0.0% | -14% | 0% | 5%[46.1 µM] | -4%
Cc1c(C=C2C(=O)N(C)C(=O)N(C)C2=O)c(=O)n(-c2ccccc2)n1C | -8% | -5% | ? | -0.9% | 3% | 1% | 3% | 1%
CCOC(=O)[C@@]12C(=O)C(=O)N[C@]1(c1ccccc1)C1OCCCC12 (some centres not stated) | -1% | -30% | -11% | -1.8% | 4% | -1% | 6% | -2%
C=C1C([C@@H](O)C[C@H](C)C2O[C@@]3(CCCCO3)CC[C@H]2C)OC2CC[C@@]3(CC[C@@H](/C=C/[C@@H](C)C4CC(C)=C[C@]5(O4)O[C@H](C[C@@](C)(O)C(=O)O)CCC5O)O3)OC2[C@@H]1O (some centres not stated) | 0% | 1% | -4% | ? | 0% | -1% | · | -26%
COP(=S)(OC)Oc1ccc(SC)c(C)c1 | -1% | 0%&6% | -2% | -0.8% | -4%[201 µM] | 1%[201 µM] | · | ?
CCOC(=O)C1CCN(/C=C2/C(=O)NC(=O)N(c3cccc(C)c3C)C2=O)CC1 | 10% | -1% | 2% | -4.2% | -9% | -2% | 7% | -5%
NC(=NCCC[C@H](N)C(=O)O)N[N+](=O)[O-] | -7%&-3% | 8%&1% | 0%&-4% | -0.1%&-0.3% | 6%&1% | -1%&-4% | -3%[46.1 µM] | -4%
